# Assay outcomes (PubChem BioAssay)
# HKDC1 inh – inhibitors of human hexokinase HKDC1; hit rate 0.16% among 340,000; Q2TB90; recombinant HKDC1, G6PDH/diaphorase resazurin coupled fluorescence; inhibition, % at 20 µM;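 active = inhibition above about 35% when tested at 20 µM, limit read from the data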;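 note: plate controls were DMSO wells with enzyme for no effect and DMSO wells lacking enzyme for full effect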
# Target sequence (Q2TB90 whole entry, looked up): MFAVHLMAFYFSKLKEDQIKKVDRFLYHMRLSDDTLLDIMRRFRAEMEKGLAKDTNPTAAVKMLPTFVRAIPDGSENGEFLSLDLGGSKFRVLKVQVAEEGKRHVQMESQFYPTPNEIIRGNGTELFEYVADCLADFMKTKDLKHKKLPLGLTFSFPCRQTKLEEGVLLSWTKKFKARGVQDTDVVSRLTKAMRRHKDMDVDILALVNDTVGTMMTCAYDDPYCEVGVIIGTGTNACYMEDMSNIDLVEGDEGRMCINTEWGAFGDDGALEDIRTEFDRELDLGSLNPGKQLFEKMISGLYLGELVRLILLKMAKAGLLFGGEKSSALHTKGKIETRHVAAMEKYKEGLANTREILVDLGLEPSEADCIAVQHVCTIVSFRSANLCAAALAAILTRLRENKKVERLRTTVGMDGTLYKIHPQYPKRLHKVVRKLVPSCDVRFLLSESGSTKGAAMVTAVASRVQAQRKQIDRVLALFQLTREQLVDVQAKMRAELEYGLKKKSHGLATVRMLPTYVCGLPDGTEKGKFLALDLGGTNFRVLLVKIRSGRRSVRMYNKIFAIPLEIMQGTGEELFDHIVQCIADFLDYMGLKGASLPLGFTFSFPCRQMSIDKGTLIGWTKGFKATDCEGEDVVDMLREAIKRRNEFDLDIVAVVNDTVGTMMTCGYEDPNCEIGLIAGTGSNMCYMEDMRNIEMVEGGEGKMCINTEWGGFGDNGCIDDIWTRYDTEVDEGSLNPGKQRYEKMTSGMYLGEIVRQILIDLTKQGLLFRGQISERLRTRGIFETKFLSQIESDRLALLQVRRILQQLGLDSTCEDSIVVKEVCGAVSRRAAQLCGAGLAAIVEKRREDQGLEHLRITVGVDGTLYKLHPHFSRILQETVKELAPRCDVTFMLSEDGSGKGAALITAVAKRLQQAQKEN
#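 Material – in-house recombinant HK5 (HKDC1) enzyme · Quantity – HKDC1 at 5 µg/mL · Buffer or medium – pH 8.0 Tris buffer with 10 mM MgCl2 · Reagent – glucose with 1 mM ATP · Dosing – single 20 µM dose · Times – reaction time 90 min, room temperature, protected from light · Technique – resorufin fluorescence at 613 nm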
# ATG4B inhibitor – blocks human ATG4B protease cleavage of LC3 substrate; Q9Y4P1; ATG4B cleavage of LC3-PLA2, NBD-HPC fluorescence, 1 h; inhibition, % at 8.33 µM; hit rate 0.51% among 340,000; AID 504462; in the data active = inhibition above about 40%
# mIAP act – mouse IAP activation. muIAP, CDP-Star luminescence, 30 min; hits give high values; 1 = vehicle-only enzyme signal, 0 = enzyme-free wells. activation factor at 10 µM. hit rate 0.24% among 330,000. AID 2805;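 active = activation factor of at least 2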; note: the source names both 10 and 20 µM as test concentration; values of inactives mirror those of a sister screen read the other way
#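 also added = chemiluminescent substrate CDP-Star | test system = mouse IAP enzyme | signal = chemiluminescence readout | compound = DMSO-dissolved test compounds | incubation = 30 min at room temperature | benchmarks = DMSO wells, no-enzyme wells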
# hIAP block – blocks human intestinal alkaline phosphatase; inhibition, % at 10 µM; purified IAP, CDP-Star luminescence, 30 min; P09923; hit rate 0.12% among 330,000; AID 2544;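 active = inhibition reaching a set limit with compound at 10 µM in the primary screen, cut at about 35% in these data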;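 note: plate controls were DMSO wells with enzyme for no effect and no-enzyme buffer wells for full effect; values of inactives mirror those of a sister screen read the other way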
# A3A deaminase – blocks human APOBEC3A ssDNA deamination | hit rate 0.41% among 330,000 | inhibition, % at 20 µM | P31941 | recombinant A3A, FAM/TAMRA ssDNA deamination fluorescence;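 active = at least 40% inhibition at 20 µM here, with at most 30% in a related deaminase screen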;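 note: plate controls were A3A with DMSO for no effect and wells lacking A3A enzyme for full effect; some results filed as inactive read as strong as hits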
# Target sequence (P31941 whole entry, looked up): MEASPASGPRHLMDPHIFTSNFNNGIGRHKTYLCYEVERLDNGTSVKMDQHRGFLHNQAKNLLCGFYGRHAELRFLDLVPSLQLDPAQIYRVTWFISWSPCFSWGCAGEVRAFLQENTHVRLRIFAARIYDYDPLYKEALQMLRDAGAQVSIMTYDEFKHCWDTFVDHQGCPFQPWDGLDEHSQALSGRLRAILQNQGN
# PfGluPho inh – PfG6PD (Plasmodium falciparum) enzyme inhibition; inhibition, % at 20 µM; PfGluPho enzyme, NADPH resazurin-diaphorase fluorescence; hit rate 0.78% among 350,000; AID 504690;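 active = inhibition reaching at least a set limit at 20 µM in the primary screen, cut at about 59% in these data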;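 note: 0% = DMSO wells with substrate and 100% = DMSO wells lacking glucose-6-phosphate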
# mIAP block – blocks mouse intestinal alkaline phosphatase | purified mouse IAP, CDP-Star luminescence, 30 min | inhibition, % at 10 µM | hit rate 0.2% among 330,000;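 active = inhibition of at least 40% at 10 µM in the primary screen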;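 note: plate controls were DMSO with enzyme for no effect and no enzyme wells for full effect; values of inactives mirror those of a sister screen read the other way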
# hIAP activ – increases human intestinal alkaline phosphatase activity. P09923. purified human IAP, CDP-Star luminescence, 30 min; hits give high values; 1 = vehicle-only enzyme, 0 = enzyme-free background. activation factor at 10 µM. hit rate 0.16% among 330,000;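 active = activation factor of the enzyme at least 2-fold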; note: the source names both 10 and 20 µM as test concentration; values of inactives mirror those of a sister screen read the other way
# Starred values were filed as active, the others as inactive; nt = not tested or not shown. Not all compounds are listed; rates above refer to the full screens.
SMILES,HKDC1 inh,ATG4B inhibitor,mIAP act,hIAP block,A3A deaminase,PfGluPho inh,mIAP block,hIAP activ
O=C1NC(=O)N(c2cccc(Cl)c2)C(=O)/C1=C\c1ccc(Sc2nc3ccccc3[nH]2)o1,10,24,0.54,-7,10,26,46*,1.1
CC(NCC#Cc1ccccc1)C(O)c1ccccc1 (centres undefined),-1,4,1.1,-23,-2,-11,-13,1.2
COc1ccc(C(CNC(=O)Cc2ccc(Cl)c(Cl)c2)N(C)C)cc1 (centres undefined),2,6,1.1,-15,1,20,-10,1.1
Cc1ccc(N)c(C)c1,-4,4,1.1,11,-1,20,-8,0.89
CCc1nnc(NC(=O)CCc2nc(C3=CCN(C)CC3)no2)s1,-4,-9,1.2,-6,6,-16,-15,1.1
Clc1ccccc1CN1CCN(c2cccc3[nH]ccc23)CC1,12,-5,1.2,-10,-1,9,-17,1.1
c1cc2c(cc1CCNC1CCCCCC1)OCO2,-8,-1,1.1,7,1,-8,-8,0.93
Cc1ccc(/C=C2/C(=O)NC(=O)N(CCc3ccc(F)cc3)C2=O)o1,2,-1,0.95,-12,-2,7,5,1.1
CC(Cc1ccccc1Sc1ccccc1)N(C)C (centres undefined),-7,10,0.96,12,-4,-10,4,0.88
CCC(C)C12CN3CCN(CC(C)(C3)C1O)C2 (centres undefined),1,-1,0.97,3,0,13,3,0.97

# Looked up above:
# PfGluPho inh with Cc1ccc(N)c(C)c1 reads 20
# hIAP activ with CCc1nnc(NC(=O)CCc2nc(C3=CCN(C)CC3)no2)s1 reads 1.1
# mIAP block with O=C1NC(=O)N(c2cccc(Cl)c2)C(=O)/C1=C\c1ccc(Sc2nc3ccccc3[nH]2)o1 reads 46*
# hIAP block with CC(Cc1ccccc1Sc1ccccc1)N(C)C (centres undefined) reads 12
# hIAP activ with Cc1ccc(/C=C2/C(=O)NC(=O)N(CCc3ccc(F)cc3)C2=O)o1 reads 1.1

# (further entries)
SMILES,HKDC1 inh,ATG4B inhibitor,mIAP act,hIAP block,A3A deaminase,PfGluPho inh,mIAP block,hIAP activ
C[C@]12CCC3C(CC[C@H]4C[C@@H](O)CC[C@]34C)C1C[C@@H](Br)[C@@H]2O (some centres undefined),3,8,1,-14,-2,-7,-1,1.1
COc1cc2c(cc1OC)C(C(=O)N1CCC3(CC1)OCCO3)C(c1ccccc1F)N(C)C2=O (centres undefined),-4,12,0.88,9,0,1,12,0.91
Cc1cc(C)cc(N2C(=O)NC(=O)/C(=C\c3cccn3-c3ccccc3)C2=O)c1,3,2,0.87,-10,3,-5,13,1.1
Cc1ccc(N2C(=O)NC(=O)C3(Cc4ccccc4N4CCCC43)C2=O)cc1 (centres undefined),5,6,1,-2,0,-2,-1,1
FC(F)(F)c1ccc2c(c1)nnn2C1CCN(Cc2nnnn2Cc2ccccc2)CC1,1,-7,1,-6,2,-3,-2,1.1
O=C1NC(=O)N(CCC2=CCCCC2)C(=O)/C1=C/c1ccc(O)cc1,4,10,0.95,16,3,6,5,0.83
O=C(CF)NC(Nc1cccc2cccnc12)C(Cl)(Cl)Cl (centres undefined),6,-12,0.94,11,-11,22,6,0.89
CN1CCN(C(=O)COc2ccc(Oc3ccccc3)cc2)CC1,-4,-4,0.97,-5,1,12,3,1.1
COCCNP(=O)(c1ccccc1)c1nc2ccccc2s1 (centres undefined),nt,nt,1.1,-5,3,nt,-14,1.1
CN(C)c1ccc(CCN2CCOCC2)cc1,-6,-12,1,-10,-7,4,-1,1.1
CCCCCCCCCCCCCCCC[N+](C)(C)C,9,26,1,0,5,15,-4,1
O=C1CN=C(c2ccccc2Cl)c2cc(Br)ccc2N1,1,-13,1,4,-3,31,0,0.96
CCc1cc(=O)oc2cc(OCC(=O)N3C[C@H]4C[C@@H](C3)c3cccc(=O)n3C4)ccc12,4,-24,0.97,9,-1,9,2,0.91
COc1ccc(N=C2SCCCN2C)cc1,-5,-1,0.91,-2,48*,-9,9,1
CN(C)C(=O)Oc1ccc2nnc3ccnn3c2c1,0,2,0.92,27,-2,7,8,0.73
Cc1cccc(-c2nc3ccc(C(=O)N4CCC5(CC4)OCCO5)cc3nc2-c2cccc(C)c2)c1,2,-1,0.93,3,-2,33,7,0.97
O=C(NC(=O)N1CCC2(CC1)OCCO2)c1ccc(Cl)cc1,-3,-1,0.89,-1,0,-9,11,1
Cc1ccc(NC(=O)c2cn(CCC#N)nc2-c2ccc3c(c2)OCCO3)c([N+](=O)[O-])c1,-6,-9,0.94,-2,1,9,6,1
CC/C(=N\Nc1ccccc1)c1c(O)n(C)c(=O)n(C)c1=O,-8,15,1,-7,-1,-13,0,1.1
C[N+]12CCC(CC1)C(=C(c1ccccc1)c1ccccc1)C2,-4,2,1.1,-22,75*,13,-15,1.2
CCCc1[nH]nc2c1C1(C(=O)N(Cc3ccccc3)c3ccccc31)C(C(=O)OC)=C(N)O2 (centres undefined),7,-6,1.1,-15,3,5,-7,1.1
O=C(Nc1ccc(Cl)cc1C(=O)c1ccccc1)c1ccc(Br)o1,0,-2,0.99,9,5,-6,1,0.91
Cc1cc(O)c(CN2CCN(c3ccccc3)CC2)cc1C,-4,1,1,-11,4,6,0,1.1
Cc1nc2nc(C)c(CCC(=O)N3CCC4(CC3)OCCO4)c(C)n2n1,-7,7,0.93,-1,-2,-5,7,1
CC(=O)Nc1ccccc1C(=O)OCC(=O)Nc1ncccn1,-5,4,1,-14,-1,4,0,1.1
COC(=O)C1=C(c2ccc(F)cc2F)C[C@@H]2CC[C@H]1N2C(=O)N1CCOCC1,-4,-4,1.1,-9,1,-5,-6,1.1
C#CC[N+]1(C)[C@@H]2CC[C@H]1CC(OC(=O)C(CO)c1ccccc1)C2 (some centres undefined),-6,-1,0.97,-2,1,0,2,1
CN(C)S(=O)(=O)c1cc(NC(=O)COC(=O)Cc2ccccc2)ccc1Cl,-5,-16,1.1,-7,3,-16,-5,1.1
CC(CCc1ccccc1)NCCC#N (centres undefined),0,-8,1.1,14,1,12,-6,0.86
CCC(=NCCCN1CCOCC1)c1c(O)n(Cc2ccccc2)c(=O)[nH]c1=O,-14,-4,1.1,12,6,-2,-7,0.88
COc1ccc(-n2c(SC)nc3ccccc3c2=O)cc1,3,24,1.1,-26,6,-15,-8,1.3
CCCCn1c(O)c(C(C)=NCCN2CCOCC2)c(=O)[nH]c1=O,11,1,0.92,6,0,-6,8,0.94
C=CCOc1ccc(CC2C(=O)N(C)C(=O)N(C)C2=O)cc1,-4,-3,0.95,-19,-2,2,5,1.2
CCN(CC)P(=S)(c1c(C)nc2ccccn12)c1c(C)nc2ccccn12,-6,0,0.95,9,1,39,5,0.91
CN1CCN(Cc2ccccc2Sc2ccccc2)CC1,-4,5,1,24,-2,2,-4,0.76
O=[N+]([O-])c1cccc(CN2CC=C(c3ccc(F)cc3)CC2)c1,-3,-4,1,-13,-3,-3,-1,1.1
O=c1cccc2n1CC1CC2CN(C(c2ccccc2)c2sc3ncnn3c2O)C1 (centres undefined),-6,-4,0.94,-2,-5,-8,6,1
CCOc1cc2c(cc1OCC)-n1cccc1C(c1c(O)cccc1OC)NC2 (centres undefined),-3,2,1.2,-42,-2,2,-17,1.4
COc1ccc(C2=NCC(=S)Nc3ccc(Cl)cc32)cc1Cl,-7,1,0.86,6,-1,-17,14,0.94
Cc1nc2ccccc2c(=O)n1-c1ccc(Cl)cc1[N+](=O)[O-],-23,0,0.99,-1,2,-42,0,1

# Whole records as entered above. Values in the order: HKDC1 inh | ATG4B inhibitor | mIAP act | hIAP block | A3A deaminase | PfGluPho inh | mIAP block | hIAP activ
# `CCOc1cc2c(cc1OCC)-n1cccc1C(c1c(O)cccc1OC)NC2` (centres undefined) is listed as -3 | 2 | 1.2 | -42 | -2 | 2 | -17 | 1.4
# `CCCCn1c(O)c(C(C)=NCCN2CCOCC2)c(=O)[nH]c1=O` is listed as 11 | 1 | 0.92 | 6 | 0 | -6 | 8 | 0.94

# (listing goes on)
SMILES,HKDC1 inh,ATG4B inhibitor,mIAP act,hIAP block,A3A deaminase,PfGluPho inh,mIAP block,hIAP activ
COc1ccc(CCNCC2CCCO2)cc1 (centres undefined),-6,2,1.1,-24,-4,11,-12,1.2
CCc1ccc(-n2c(O)c(/C=N/N3CCCCC3c3cccnc3)c(=O)[nH]c2=O)cc1 (centres undefined),0,-2,0.93,-5,-4,-4,7,1.1
CCOc1cc2c(cc1OCC)-n1cccc1C(c1cccc(F)c1F)NC2 (centres undefined),0,-1,0.96,-13,2,18,4,1.1
O=c1[nH]c(=O)n(CCc2ccc(F)cc2)c(O)c1C=NCCCn1ccnc1,-2,-2,0.96,-13,1,12,4,1.1
c1ccc(-n2ccnc2)cc1,-1,-5,1,0,1,-12,-1,1
Cc1ccc(/C=C2\C(=O)NC(=S)N(c3cccc(F)c3)C2=O)o1,11,17,0.69,-1,27,22,31,1
CC(=O)NC(Cc1ccc(N(CCCl)CCCl)cc1)C(=O)NCC(=O)NCC(=O)O (centres undefined),0,11,1,-10,-2,-9,-3,1.1
Cn1c(O)c(C=NCCc2c[nH]c3ccccc23)c(=O)n(C)c1=O,-4,-2,1,16,1,13,-2,0.84
CC(=O)N1CN2CN(C1)CN(C(C)=O)C2,-9,-3,0.86,-6,2,-9,14,1.1
O=c1[nH]c(=O)n(Cc2ccccc2)c(O)c1/C=N/NCCO,-1,-11,1,4,1,12,-2,0.96
CC(C)c1oc(=O)cc2c1[C@@H](O)[C@H]1OC(=O)[C@@]3(C)CC[C@@H](O)[C@@]2(C)C13 (some centres undefined),-5,1,1,-3,1,-2,0,1
Cc1cccc(NP(=O)(Oc2ccccc2F)Oc2ccccc2F)c1C,-8,26,0.88,-2,2,11,12,1
COc1cc(CC(=O)N2C[C@H]3C[C@@H](C2)c2cccc(=O)n2C3)cc(OC)c1OC,-2,1,0.89,11,-2,-13,11,0.89
CSc1ccc(C(=O)C2CCCN(Cc3cnc(SC)nc3)C2)cc1 (centres undefined),-8,-7,1,-4,-2,-2,-3,1
COC(=O)c1cn(C(=O)c2cccc3ccccc23)c2ccccc12,0,-3,0.96,5,4,24,4,0.95
Cc1cccc(C)c1NC1=NCCCCS1,-5,-7,1,7,-3,2,-2,0.93
COC(=O)C1=CO[C@@H](C)[C@H]2CN3CC[C@]4(C(=O)Nc5ccccc54)[C@@H]3C[C@H]12,-2,-10,0.93,-3,-4,-14,7,1
O=[N+]([O-])c1cccc2c([N+](=O)[O-])cccc12,2,-3,1.1,-5,-2,-7,-5,1.1
CC(=O)c1ccc2c(c1)C1C(Cl)C(Sc3ccccc3[N+](=O)[O-])CC1C(c1ccccc1)N2 (centres undefined),9,0,0.87,4,-7,34,13,0.96
O=c1[nH]c(=O)n(-c2ccc(F)cc2)c(O)c1C=Nc1ccccc1N1CCCC1,1,-2,0.99,-3,5,-4,1,1
COc1ccccc1N(CC(=O)NC1CCCCC1)C(=O)c1cnn(C(C)C)c1,-2,0,1,-9,-2,3,-4,1.1
CCOC(=O)C1=C(C)OC(N)=C(C#N)C12C(=O)N(C)c1ccccc12 (centres undefined),-8,-11,1,-11,-4,-7,-3,1.1

# 3 compounds already listed, sorted by formula weight, low to high.
SMILES,HKDC1 inh,ATG4B inhibitor,mIAP act,hIAP block,A3A deaminase,PfGluPho inh,mIAP block,hIAP activ
O=[N+]([O-])c1cccc2c([N+](=O)[O-])cccc12,2,-3,1.1,-5,-2,-7,-5,1.1
COC(=O)c1cn(C(=O)c2cccc3ccccc23)c2ccccc12,0,-3,0.96,5,4,24,4,0.95
Cc1cccc(NP(=O)(Oc2ccccc2F)Oc2ccccc2F)c1C,-8,26,0.88,-2,2,11,12,1
